Source: PubChem BioAssay
USP2a inh – USP2a (human) protease inhibition; USP2 core, Ub-CHOP2 coupled fluorogenic reporter, 485/531; O75604; 330,000 compounds, 0.01% hits; Potency, µM (titrated, usually from 38.3 µM), without a hit: top-dose activity change, negative = inhibition, most hits filed as inhibitors;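 also: potency is read from the fitted curve at half-maximal effect; plate controls were DMSO wells for no effect and full inhibition by NEM control for full effect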
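Deubiquitinase activity read as fluorescence (485/531 nm) after Ub-CHOP2 cleavage activates the enterokinase reporter on its substrate; USP2 core 10nM, Ub-CHOP2 and substrate 25nM each, 30min compound preincubation then 60min RT; data normalized to NEM, curves fitted.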
uPA generation – cell surface uPA generation inhibition; cell surface uPA generation assay, qHTS; Potency, µM (series often up to 38.3 µM), without a hit: at the highest dose activity change, negative = inhibition, most hits filed as inhibitors; 330,000 compounds, 0.31% hits; active = well fitted inhibition curve with a large enough effect; inconclusive = small, poorly fitted or top-dose-only effect; inactive = no such curve, though single readings can be large or run the other way; tested in mouse RAW 264.7 cells; also: potency is read from the fitted curve at half-maximal effect; % is scaled to controls: 0 for no effect and ±100 for the full control effect; nearly all actives have a fitted effect of over 55% in size
S-ASM inh – blocks human secretory acid sphingomyelinase; P17405; placental ASM, HMU-PC fluorogenic substrate, 60 min; Potency, µM (top dose mostly 57.5 µM), without a hit: at the highest dose activity change, negative = inhibition, most hits filed as inhibitors; 340,000 compounds, 0.006% hits; also: potency is read from the fitted curve at half-maximal effect
Target sequence (P17405 47-631 limits assumed): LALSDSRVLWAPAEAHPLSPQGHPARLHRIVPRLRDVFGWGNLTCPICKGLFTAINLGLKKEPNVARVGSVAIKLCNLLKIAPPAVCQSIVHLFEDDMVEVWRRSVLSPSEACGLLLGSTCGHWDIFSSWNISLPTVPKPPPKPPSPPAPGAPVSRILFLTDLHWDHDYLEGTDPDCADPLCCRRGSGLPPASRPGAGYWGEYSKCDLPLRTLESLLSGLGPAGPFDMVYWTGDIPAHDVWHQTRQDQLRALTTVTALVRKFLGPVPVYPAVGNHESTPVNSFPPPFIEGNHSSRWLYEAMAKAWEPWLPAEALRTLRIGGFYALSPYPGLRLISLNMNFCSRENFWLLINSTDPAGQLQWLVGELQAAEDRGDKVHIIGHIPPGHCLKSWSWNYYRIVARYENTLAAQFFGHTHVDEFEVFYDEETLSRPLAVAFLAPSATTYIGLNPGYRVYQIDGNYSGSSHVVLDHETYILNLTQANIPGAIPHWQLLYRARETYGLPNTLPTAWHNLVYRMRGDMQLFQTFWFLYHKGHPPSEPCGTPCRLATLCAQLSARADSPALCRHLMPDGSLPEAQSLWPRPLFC
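HMU-PC0 cleavage (9 uM final) by human placental ASM, 60 min at 37 °C following 10 min compound exposure at RT; stopped at pH 10, fluorescence Ex 386/Em 447 nm.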
a7 integrin act – integrin-mediated muscular dystrophy alleviation activation; alpha7betagal myoblasts, beta-gal FDG fluorescence, 48 h; Potency, µM (highest dose often 38.3 µM), for inactives: top-dose activation, actives largely listed as activators; 350,000 compounds, 0.064% hits; AID 624291;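 also: potency is read from the fitted curve at half-maximal effect; 100% = response of the positive control SU9516; nearly all actives have a fitted effect of over 60% in size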
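alpha7betagal+/- myoblasts (passage 13, 250/well) treated 48 h at 37C with compounds at 1:260 dilution of DMSO stock. Lysed, then beta-galactosidase activity read as FDG fluorescence (ex 480/em 540) after 30 min, with pre-read for autofluorescence.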
ELG1 genotox – genotoxicity induction in ELG1-luciferase HEK293T cells; HEK293T ELG1-luciferase reporter, luminescence, 16 h; Potency, µM (series often up to 46 µM), for the others: at the top dose activity change, positive = activation, most hits filed as activators; 330,000 compounds, 1.3% hits; also: potency is read from the fitted curve at half-maximal effect; % of control where 0% means no effect; nearly all actives have a fitted effect of over 60% in size
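Genotoxicity was scored as increased ELG1-luciferase reporter signal, measured by ONE-Glo luminescence (30 min, room temperature). Compound or vehicle exposure of the HEK293T reporter cells lasted 16 hr at 37°C.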
B2AR arrestin – beta2AR (human) beta-arrestin recruitment activity | beta-arrestin recruitment to beta2AR, cell-based reporter | Potency, µM (series often up to 46.1 µM), for inactives: at the highest dose activation, most hits filed as activators | 330,000 compounds, 0.02% hits | AID 492947;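 also: potency is read from the fitted curve at half-maximal effect; 0% = DMSO controls and full agonism = EC100 isoproterenol or metaproterenol; nearly all actives have a fitted effect of over 65% in size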
TRPV1 agonist – activates the human vanilloid receptor TRPV1 | Q8NER1 | TRPV1-expressing cells, Fluo-8 calcium influx, agonist mode | activation, % at 8.33 µM | 320,000 compounds, 0.19% hits | AID 540275; in the data active = activation above about 80%; inconclusive = between about 30% and that limit; also: 0% is about no effect
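Cells expressing TRPV1 were dye-loaded with Fluo-8 and read kinetically: 10 s baseline, 3 min after compound (agonist portion), then 2 min after EC20 capsaicin (allosteric enhancer portion). Calcium-bound dye fluorescence at 480/520 nm.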
PTAP TSG101 blk – blocks PTAP/TSG101 interaction to inhibit HIV-1 budding; Fluorescence polarization, FITC-PTAP peptide / Tsg101 binding; AID 493005; Q99816; 340,000 tested, under 10 active; Potency, µM (doses to about 115 µM), inactives show top-dose activity change, negative = inhibition, most hits filed as inhibitors; active = well fitted inhibition curve with a large enough effect in the main read-out, with a control signal flat, not every such curve was filed as active; inconclusive = small, poorly fitted or top-dose-only effect, or effect the other way, or a change in a side signal; inactive = no such curve, though single readings can be large or run the other way; also: potency is read from the fitted curve at half-maximal effect; % of control where 0% means no effect
Target sequence (Q99816 whole entry, looked up): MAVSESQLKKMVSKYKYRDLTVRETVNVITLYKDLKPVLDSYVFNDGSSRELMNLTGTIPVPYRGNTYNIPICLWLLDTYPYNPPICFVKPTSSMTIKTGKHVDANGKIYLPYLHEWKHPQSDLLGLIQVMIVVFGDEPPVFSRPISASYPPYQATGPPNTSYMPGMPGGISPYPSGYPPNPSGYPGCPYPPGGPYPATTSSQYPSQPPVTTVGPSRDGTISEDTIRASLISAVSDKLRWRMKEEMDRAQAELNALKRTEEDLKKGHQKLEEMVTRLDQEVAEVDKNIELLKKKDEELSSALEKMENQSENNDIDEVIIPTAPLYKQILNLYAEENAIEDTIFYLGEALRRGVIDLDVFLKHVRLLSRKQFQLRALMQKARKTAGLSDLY
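FP read-out: FITC-PTAP peptide, 50 nM final, binding Tsg101 binding domain, 10 uM final; 20 min, r.t.; 10 mM HEPES pH 7.5, 0.15 M NaCl, 0.01% Tween 20, 3 mM EDTA, 0.1 mM TCEP.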
p53 reactivation – re-activators of mutant p53. H1299 p53-A138V BP100-luciferase reporter, luminescence, 24 h. AID 504706. 320,000 compounds, 0.063% hits. Potency, µM (top dose mostly 92.2 µM), inactives show top-dose activity change, positive = activation, most hits filed as activators; also: potency is read from the fitted curve at half-maximal effect; % of control where 0% means no effect; nearly all actives have a fitted effect of over 45% in size
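p53-null H1299 cells stably carrying temperature-sensitive p53-A138V and a BP100-luciferase reporter were pinned with compounds (4-point, 1:5 series) and held 24 hrs at 37 deg C. Luminescence was read 10 min after detection reagent.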
Eya2 phos inh – Eya2 (human) phosphatase inhibition. recombinant Eya2, OMFP fluorescence dephosphorylation (OMFP is methylfluorescein phosphate). Potency, µM (series often up to 76.9 µM), for the others: at the highest dose activity, negative = inhibition, hits mostly inhibitors. AID 488837. 330,000 compounds, 0.006% hits; also: potency is read from the fitted curve at half-maximal effect; % is scaled to controls: 0 for no effect and ±100 for the full control effect
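Eya2 protein (added as 0.2 uM solution) was preincubated with compound for 10 min at ambient temperature in 50 mM HEPES pH 7.5, 50 mM NaCl, 5 uM MgCl2, 0.05% BSA, 1 mM DTT. OMFP (added at 50 uM) then reacted 10 min; fluorescence read at 485/525 nm.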
BRCA1 expr up – activators of BRCA1 expression. MCF7-BRCA1-FFLuc reporter, luminescence, 48 h; response scale: scaled: vehicle 0%, 10 µM genistein 100%. Potency, µM (doses to about 46.1 µM), for inactives: top-dose activation, most hits filed as activators. 380,000 compounds, 1.1% hits; also: potency is read from the fitted curve at half-maximal effect; nearly all actives have a fitted effect of over 80% in size; some results filed as inactive show a strong effect at the top dose
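Luminescence from a BRCA1-driven firefly luciferase in MCF7 cells was the read-out, taken 15 min after substrate addition following 48 h compound exposure at 37 °C. Data were normalized to a 10 microM genistein control and DMSO vehicle.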
Active calls of the source: *; u = inconclusive; x = not tested or not shown; & = joins results of further samples; [ ] = another dose, or the depositor's remark. Unless noted, calls follow the shape of the dose curve; as a rule, active = well fitted curve in the direction sought with a large enough effect; inconclusive = small, poorly fitted or top-dose-only effect, or another doubt; inactive = no such curve, though single readings can be large; an effect the other way counts as inactive or inconclusive.

Each structure is followed by: USP2a inh, uPA generation, S-ASM inh, a7 integrin act, ELG1 genotox, B2AR arrestin, TRPV1 agonist, PTAP TSG101 blk, p53 reactivation, Eya2 phos inh, BRCA1 expr up
O=Cc1ccccc1OS(=O)(=O)c1ccccc1
    -2%, -4%, 3%, -7%, -1%, -0.5%, 16, -2%, 19%, -2%, -16%
CCC(=O)C1CCCN(C(=O)CCc2nnc(C3(c4ccc(Cl)cc4)CCC3)o2)C1 (stereo not given)
    -1%, -1%, 4%, 0%, u, 0.5%, -2, 1%, u, -3%, 65%
CCCCCC(=O)N1CCN(CCN=CC2=C(O)CC(c3ccc(OC)c(OC)c3)CC2=O)CC1 (stereo not given)
    -1%, -7%&-2%, 6%&0%, 4%&-3%, 3%, -0.2%, 2, -1%&-3%, -1%, -28%, -31%&-3%
CC(C)[C@@H]1COC(c2cccc(C3=N[C@H](C(C)C)CO3)c2)=N1
    0%, 10%, -7%, 3%, u, -0.3%, 16, -3%, x, 3%, 46%
O=C(Nc1ccc2[nH]c(=S)sc2c1)c1ccccc1
    -7%, -1%, -1%, 8%, u, -0.7%, 17, -1%, 8%, -8%, u
CCN(CC)c1ccc(/C=C(/C#N)C(=O)NC(C)C)o1
    u, -2%, -11%, -3%, 19%, -0.2%, 8, u, 3%, -4%, 61%
Nc1ccccc1N=Cc1ccc(-c2cccc(Cl)c2)o1
    -6%, -15%, 286%[activator], -42%, -6%, -0.1%, 117*, -5%, -1%, -16%, -24%
COc1cccc(OCc2nnc3n2N=C(c2ccccc2)C(CC(=O)O)S3)c1 (stereo not given)
    3%, -1%, 4%, 4%, 1%, -0.7%, -3, -7%, -6%, 6%, 20%
CCOC(=O)/C(C#N)=C/c1ccc(OC(=O)c2ccccn2)cc1
    -11%, 3%, 6%, -12%, 3%, -1.0%, 11, 0%, 2%, 2%, 2%
Cc1ccc(OCC(=O)Nc2ccc3c(c2)CCC3)c([N+](=O)[O-])n1
    0%, 2%, -3%, -2%, u, 0.1%, 21, -1%, 9%, -14%, 61%
COc1cc(CNc2ccc(N3CCCCC3)cc2)ccc1OCC(=O)NC(C)(C)C
    3%, -6%, 2%, 0%, 1%, -0.3%, 2, 0%, -35%[inhibitor], -14%, -16%
CC(C)C[C@H](NC(=O)c1nc[nH]c1C(=O)NCc1ccc(CNC(=O)OC(C)(C)C)cc1)C(=O)OCc1ccccc1
    -1%, 1%, -6%, -35%, -1%, 8.9%, 5, -8%, x, -12%, -19%
Cc1cc(C)n2c(SCc3ccc(Cl)cc3Cl)nnc2n1
    -1%, -5%, 0%, -1%, 3%, 0.0%, -1, -1%, -15%, 2%, -31%
CCN(CC)CCNC(=O)C1CCC(=O)N(c2ccc(OC)cc2)C1c1ccc(F)cc1 (stereo not given)
    2%, 4%, 8%, 3%, 2%, -0.7%, -2, -2%, -6%, 2%, 16%
C=CCNC(=O)/C(C#N)=C/c1cn(-c2ccccc2)nc1-c1ccc(OC)c([N+](=O)[O-])c1
    5%, -2%, 7%, -11%, 13%, -0.8%, -7, 1%, -1%, 3%, -25%

The list continues:
SMILES	USP2a inh	uPA generation	S-ASM inh	a7 integrin act	ELG1 genotox	B2AR arrestin	TRPV1 agonist	PTAP TSG101 blk	p53 reactivation	Eya2 phos inh	BRCA1 expr up
C=CCc1ccc(OCCOCCOc2cccc3cccnc23)c(OC)c1	2%	5%	-1%	-11%	-5%	-0.6%	-1	-5%	-6%	0%	-23%
O=C(c1ccco1)N1CCN(c2nc(C3CC3)nc3c2nnn3Cc2ccccc2Cl)CC1	-1%	-4%	-10%	-33%[inhibitor]	-10%	0.0%	3	-3%	-8%	-4%	-68%
O=C(Nc1ccc(F)c(F)c1)c1cc(S(=O)(=O)N2CCN(c3ccccn3)CC2)ccc1F	1%	-21%	-16%	-41%	-10%	0.1%	2	-4%	-3%	-18%	-37%
CCN=C1SC(CC(=O)NCCc2ccc(OC)cc2)C(=O)N1CC (stereo not given)	0%	2%	-1%	22%	1%	0.3%	-3	-3%	-7%	8%	4%
CC(C)=CCN1CCN(Cc2cnc(N3CCOCC3)s2)CC1CCO (stereo not given)	-2%	0%	8%	8%	u	0.1%	7	1%	14%	4%	0%
O=C(N/N=C/c1ccc[nH]1)c1ccc(O)cc1	4%	-2%	-2%	-11%	12%	-0.9%	16	-1%	15%	-2%	28%
CC(=O)Nc1ccc(S(=O)(=O)N2CCN(C(=O)c3ncoc3-c3cccc(C)c3)CC2)cc1	2%	-6%	-4%	-11%	0%	-0.2%	1	-1%	-1%	-6%	-16%
CC1(C)Cc2cccc(OCC(=O)N3CCN(S(=O)(=O)c4ccccc4F)CC3)c2O1	-4%	-1%	2%	10%	-9%	0.1%	1	-7%	1%	-5%	0%
CCOC(=O)c1c(C)cccc1OCC(N)=O	6%	5%	4%	3%	1%	-0.8%	4	-1%	-4%	1%	-5%
Cc1cc(/C=N/NC(N)=O)c(C)n1-c1ccc(F)cc1	-1%	-2%	-3%	-1%	4%	-0.2%	-6	-9%	-3%	-2%	-23%
CCCCC(=O)NC(c1ccc(OC)c(OC)c1)c1c(O)ccc2ccccc12 (stereo not given)	-8%	2%	56%[activator]	13%	0%	0.5%	-3	1%	-6%	-15%	-20%
COc1ccc(COCC(O)CN2CCC(C(N)=O)CC2)cc1 (stereo not given)	2%	-7%	4%	u	-1%	-0.7%	1	-9%	0%	-4%	-23%
Cc1ccc(C)c(N2CCN(CCCNC(=O)Cn3cc4c(n3)CCC(C)C4)CC2)c1 (stereo not given)	0%	-8%	0%	8%	-2%	-0.2%	3	-2%	-2%	3%	-1%
CCOC(=O)c1sc(NC(=O)CSc2nc(-c3ccco3)cc(C(F)(F)F)n2)c(C(=O)OC)c1C	1%	-5%	-2%	0%	0%	-0.7%	2	-5%	4%	2%	17%
CC(=O)N1CCC(=NNc2ccc(S(=O)(=O)N3CCOCC3)cc2[N+](=O)[O-])CC1	1%	u	-2%	-4%	-1%	0.0%	-2	-1%	8%	11%	-7%
Cn1c(=O)oc2cc(S(=O)(=O)Nc3cccc4c3CCCC4)ccc21	0%	-2%	-3%	-1%	-44%[inhibitor]	0.2%	-1	-1%	-3%	21%	-39%
Cc1cccc(C)c1NC(=O)COC(=O)c1cc(=O)c2ccccc2o1	10%	3%	0%	6%	0%	0.4%	3	-9%	5%	-11%	-3%
Cc1ccccc1CN1CCN(C(=O)c2cc(-c3ccncc3)nc3ccccc23)CC1	-12%	-4%	-3%	-20%	16%	-0.8%	1	x	2%	-6%	-30%
COc1ccc(CCNCc2cc(C)n(-c3ccc(OC)cc3)c2C)cc1	-2%	u	-2%	-9%	-3%	0.2%	-3	-3%	1%	-9%	-20%
CCN(CC)c1ccc(NC(=O)c2ccc(Br)o2)cc1	0%	-14%	0%	-43%	u	-0.5%	u	-5%	u	-9%	2.8µM*
Cc1cc(OC(=O)c2ccco2)c2c(C)cc(=O)oc2c1	x	x	3%	18%	x	x	-1	0%	x	x	3%

Single records, as listed above. Order of screens: USP2a inh | uPA generation | S-ASM inh | a7 integrin act | ELG1 genotox | B2AR arrestin | TRPV1 agonist | PTAP TSG101 blk | p53 reactivation | Eya2 phos inh | BRCA1 expr up
CC(=O)N1CCC(=NNc2ccc(S(=O)(=O)N3CCOCC3)cc2[N+](=O)[O-])CC1 is listed as 1% | u | -2% | -4% | -1% | 0.0% | -2 | -1% | 8% | 11% | -7%
Cc1ccc(C)c(N2CCN(CCCNC(=O)Cn3cc4c(n3)CCC(C)C4)CC2)c1 (stereo not given) is listed as 0% | -8% | 0% | 8% | -2% | -0.2% | 3 | -2% | -2% | 3% | -1%
COc1ccc(CCNCc2cc(C)n(-c3ccc(OC)cc3)c2C)cc1 is listed as -2% | u | -2% | -9% | -3% | 0.2% | -3 | -3% | 1% | -9% | -20%
Cc1cccc(C)c1NC(=O)COC(=O)c1cc(=O)c2ccccc2o1 is listed as 10% | 3% | 0% | 6% | 0% | 0.4% | 3 | -9% | 5% | -11% | -3%
